LMPTP block: LMPTP phosphatase inhibitors, primary screen, biochemical, fluorescence intensity, uHTS. Low molecular weight phosphotyrosine protein phosphatase (Homo sapiens), P24666. recombinant LMPTP-A, OMFP fluorogenic substrate. inhibition, % at 20 µM. 360,000 compounds, 0.22% hits. AID 651560, 2012;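 active = compounds that cut the enzyme signal by at least half of the control window in the single-dose screen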;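 note: plate controls were DMSO wells with enzyme plus substrate for no effect and substrate without enzyme for full effect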
Target sequence (P24666 whole entry, looked up): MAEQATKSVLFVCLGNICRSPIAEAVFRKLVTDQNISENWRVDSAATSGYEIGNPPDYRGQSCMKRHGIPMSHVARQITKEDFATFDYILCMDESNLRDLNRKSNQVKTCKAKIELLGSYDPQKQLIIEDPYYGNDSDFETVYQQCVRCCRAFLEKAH
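Test system: LMPTP-A, protein tyrosine phosphatase of low molecular weight; Input: 0.625 nM enzyme; Incubation: 50 min dark incubation at room temperature; Signal: endpoint fluorescence intensity from OMFP dephosphorylation; Read-out basis: % inhibition versus control wells.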
SUMO1 PPI mod: modulators of SUMO1 protein-protein interactions, primary screen, biochemical, uHTS. inhibition, % at 20 µM. 360,000 compounds, 0.33% hits. SUMO1 binding to a labelled peptide, TR-FRET, 1 h. AID 602429, 2012; in the data active = inhibition above about 37%
Target sequence (P63165 whole entry, looked up): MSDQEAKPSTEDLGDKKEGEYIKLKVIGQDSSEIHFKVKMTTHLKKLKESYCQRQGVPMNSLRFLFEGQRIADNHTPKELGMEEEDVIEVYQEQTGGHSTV
MLLE-PAM2 inh: inhibitors of PABP1 MLLE–PAM2 peptide binding, primary screen, biochemical, fluorescence polarization, FITC-PAM2, GST-MLLE; Polyadenylate-binding protein 1 (Homo sapiens), P11940; inhibition, % at 20 µM; 360,000 compounds, 0.36% hits; AID 588489, 2011; in the data active = inhibition above about 35%, passing the limit was not always enough;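 note: plate controls were DMSO wells with GST-MLLE for no effect and wells lacking GST-MLLE protein for full effect; some results filed as inactive read as strong as hits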
Tb MetRS inh: T. brucei MetRS inhibitors, primary screen, biochemical, luminescence; methionyl-tRNA synthetase (Trypanosoma brucei brucei); purified T. brucei MetRS, ATP depletion, Kinase-Glo luminescence; inhibition, % at 11.9 µM; 360,000 compounds, 0.4% hits; AID 624268, 2012;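 active = inhibition above a per-plate cutoff of the control wells' mean inhibition plus 3 SD, cut at about 5.5% in these data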;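 note: 0% = DMSO wells median and 100% = median of wells with control inhibitor compound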
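Measured by: Kinase-Glo luciferase luminescence reporting remaining unconsumed ATP. Material: purified T. brucei MetRS enzyme. Doses: 11.9 µM compound single dose, 0.9% DMSO. Medium: HEPES buffer containing pyrophosphatase, BSA, spermine, DTT. Times: 15 min preincubation, 2 h reaction, all 25 °C. Reagent: methionine, ATP and bulk E. coli tRNA.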
NadD inh: inhibitors of S. aureus NadD, primary screen, biochemical, colorimetric, uHTS | Nicotinate-nucleotide adenylyltransferase NadD (Staphylococcus aureus N315) | purified NadD enzyme, colorimetric absorbance read-out | inhibition, % at 20 µM | 360,000 compounds, 0.78% hits | AID 602399, 2012; in the data active = inhibition above about 26%; note: some compounds past the cut are filed as inactive
DNMT1 block: human DNMT1 methyltransferase inhibitors, primary screen, biochemical, molecular beacon, fluorescence, HinP1I cleavage, uHTS. DNA (cytosine-5)-methyltransferase 1 (Homo sapiens), P26358. 360,000 compounds, 0.83% hits. inhibition (reported as % activation of signal), % at 10 µM; in the data active = inhibition above about 50%
STEP block: STEP phosphatase inhibitors, primary screen, biochemical, fluorescence intensity, uHTS | inhibition, % at 20 µM | recombinant STEP, OMFP fluorogenic substrate | AID 588621, 2011 | Tyrosine-protein phosphatase non-receptor type 5 (Homo sapiens), P54829 | 360,000 compounds, 0.25% hits;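 active = inhibition at 20 µM, scaled per plate between control wells, above about 37%, limit read from the data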;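 note: 0% = DMSO with enzyme and substrate and 100% = substrate only without enzyme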
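Assay system: isolated STEP enzyme. Buffer or medium: pH 6.0 Bis-Tris with DTT and Tween 20. Also added: fluorogenic phosphatase substrate OMFP at 25 µM final. Dosing: 20 µM, 1% DMSO. Timing: 20 min reaction, room temperature, in the dark. Measured by: fluorescence intensity, excitation 480 nm, emission 540 nm. Evaluation: normalized % inhibition.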
CSN inh: inhibitors of CSN-mediated cullin deneddylation, primary screen, biochemical, fluorescence polarization, uHTS; COP9 signalosome complex subunit 5 (Homo sapiens), Q92905; Purified CSN, SCF-Nedd8-OG deneddylation; inhibition, % at 12.5 µM; 360,000 compounds, 0.38% hits; AID 651999, 2013;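 active = pattern-corrected inhibition above about 35%, with an unprinted fluorescence ratio check between 0.5 and 1.5, limit read from the data, passing the limit was not always enough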;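 note: 0% = enzyme with substrate and 100% = substrate without enzyme; some results filed as inactive read as strong as hits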
Target sequence (Q92905 whole entry, looked up, one chain of several): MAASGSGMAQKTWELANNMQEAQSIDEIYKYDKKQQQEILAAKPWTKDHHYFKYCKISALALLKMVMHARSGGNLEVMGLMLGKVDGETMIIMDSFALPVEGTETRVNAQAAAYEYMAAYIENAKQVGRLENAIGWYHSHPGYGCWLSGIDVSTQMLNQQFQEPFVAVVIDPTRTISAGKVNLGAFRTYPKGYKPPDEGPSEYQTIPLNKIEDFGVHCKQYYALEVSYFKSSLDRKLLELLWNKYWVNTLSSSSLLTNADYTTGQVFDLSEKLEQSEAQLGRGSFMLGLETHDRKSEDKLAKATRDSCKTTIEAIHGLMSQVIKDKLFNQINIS
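test system = HEK293T-derived human Csn5 enzyme | amount = 0.24 nM Csn5 enzyme, final concentration | medium = Tris/NaCl/DTT buffer, pH 7.5 | schedule = 90 min reaction at room temperature | signal = FP | evaluation = inhibition of Csn5 cleavage, % | compound dosing = single dose of 12.5 µM compound with 0.25% DMSO | probe or stimulus = 10 nM SCFSkp2-Nedd8OG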
Rpn11 block: Rpn11 (PSMD14) deubiquitinase inhibitors, primary screen, biochemical, fluorescence polarization, uHTS. 26S proteasome non-ATPase regulatory subunit 14 (Homo sapiens), O00487. human 26S proteasome, Ub4-pepOG fluorescence polarization; 20S core pre-blocked with epoxomicin. calls only at 20 µM. 360,000 compounds, 0.59% hits;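 active = inhibition at 20 µM, scaled to each plate's controls, above about 33%, limit read from the data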
Target sequence (O00487 whole entry, looked up): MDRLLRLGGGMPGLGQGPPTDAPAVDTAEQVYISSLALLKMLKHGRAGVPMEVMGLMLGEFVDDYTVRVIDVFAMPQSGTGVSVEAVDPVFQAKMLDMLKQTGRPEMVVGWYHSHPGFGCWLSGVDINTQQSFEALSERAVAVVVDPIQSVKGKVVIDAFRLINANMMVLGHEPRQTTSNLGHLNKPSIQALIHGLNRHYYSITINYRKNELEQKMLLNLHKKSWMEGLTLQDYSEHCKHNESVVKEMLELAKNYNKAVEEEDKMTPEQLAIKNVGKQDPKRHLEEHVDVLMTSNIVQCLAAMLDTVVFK
Scp-1 inhibitor: Scp-1 phosphatase inhibitors, primary screen, biochemical, colorimetric, uHTS. Carboxy-terminal domain RNA polymerase II polypeptide A small phosphatase 1 (Homo …. Recombinant Scp1, phosphopeptide, malachite green phosphate absorbance. inhibition, % at 20 µM. 340,000 compounds, 0.88% hits. AID 493091, 2011;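 active = inhibition above about 50% at 20 µM, limit read from the data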;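 note: plate controls were DMSO wells with enzyme for no effect and wells lacking enzyme for full effect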
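Test system: SCP-1 phosphatase catalytic domain, residues 76-261; measured by: colorimetric phosphate reagent with accelerator and stabiliser, absorbance at 630 nm; timing: enzyme reaction 45 min at room temperature, colour 5 min, stabilisation 30 min; also added: Phosphorylated 17-residue peptide substrate; compound dosing: one concentration, 20 µM, with 1.0% DMSO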
Numbers without * were called inactive; i = inactive; · = not tested or not shown; + = active, no number. Rows were taken by chance (roughly 3.6% active in at least one column).

structure,LMPTP block,SUMO1 PPI mod,MLLE-PAM2 inh,Tb MetRS inh,NadD inh,DNMT1 block,STEP block,CSN inh,Rpn11 block,Scp-1 inhibitor
CCc1nn(-c2ccccc2)c(=S)c2ccccc12,0.4,-9.4,-16.8,-0.2,5.9,1.0,2.0,7.4,i,-12.8
Oc1ccc(C[C@@H](CN2CCCC2CN2C(=S)NC[C@@H]2Cc2ccccc2)N2C[C@H](Cc3ccccc3)N(CC3CCCCCC3)C2=S)cc1 (stereo partly drawn),3.7,3.8,·,0.1,45.5*,·,·,-0.1,·,·
O=C(c1ccc([N+](=O)[O-])cc1)N1CCSC1c1ccc(Cl)cc1 (stereo not drawn),0.0,-8.2,15.9,-0.4,-1.0,-1.0,-5.2,-2.0,i,-10.2
COCCSc1nnc(NC(=O)CS(=O)(=O)c2ccc(C)cc2)s1,-0.2,-1.0,-3.0,0.6,2.8,3.4,0.4,-1.1,i,-2.3
CCOC(=O)N1CCN(Cc2cccs2)CC1,-0.8,-1.5,7.4,0.2,-5.9,3.7,-2.2,-4.8,i,-9.2
Cc1cc(C(=O)COC(=O)c2ccc(NC(=O)CC#N)cc2)c(C)n1C1CC1,2.0,17.4,-37.3,-0.2,21.9,-4.9,2.3,19.3,i,-8.9
CC(NC(=O)c1ccc(OC2CCN(C(=O)c3cccnc3)CC2)cc1)C1CC1 (stereo not drawn),-1.1,2.8,-1.0,-1.1,-6.2,3.8,-2.2,-0.1,i,-12.3
Cc1nnc(C)n1/N=C/c1cccc([N+](=O)[O-])c1,0.3,-12.8,-15.3,0.1,-2.9,-0.8,1.4,-5.5,i,-6.5
Cc1ccc(N)cc1O,-0.3,-4.0,5.9,0.2,5.1,-6.5,-1.8,4.7,i,-3.3
Cc1ccc(C(=O)NCC(c2ccc(F)cc2)N2CCOCC2)s1 (stereo not drawn),-1.2,-1.1,4.0,0.4,2.0,1.0,-1.3,-2.6,i,1.8
Cc1ccsc1/C=C/c1ccc2ccccc2n1,1.8,-9.9,-35.6,-0.7,6.4,3.0,2.8,11.7,+,-7.7
O=C1CCC(C(=O)Nc2ccccc2)N1 (stereo not drawn),-1.5,-1.9,-1.3,0.7,-5.8,0.3,-2.7,-1.8,i,-14.6
CN1CCC(NCCC(c2ccc(F)cc2)c2ccc(Cl)cc2)CC1 (stereo not drawn),-7.5,-34.7,-0.9,-1.1,-12.9,3.0,0.3,-0.5,i,-12.5
Cc1c(Cl)cccc1NC(=S)NN1CCOCC1,-0.9,1.9,13.3,-0.2,-0.5,1.6,6.7,-2.1,i,-7.6
CCOC(=O)[C@]12CCC=C1N(Cc1ccco1)C(=O)[C@H](CC(=O)NCc1cccs1)C2,1.5,11.4,·,-0.7,4.7,·,·,4.4,·,·
COc1ccc(NC2CCCN(C(=O)c3ccncc3)C2)cc1 (stereo not drawn),0.1,-0.4,-6.5,-0.6,0.8,-2.5,-1.0,3.1,i,3.1
Cc1ccc([C@@H]2C[C@H]3[C@@H](CN2S(=O)(=O)c2ccc(Cl)cc2)C(=O)C[C@@H](c2ccc(Cl)cc2)N3S(=O)(=O)c2ccccc2C)cc1,0.3,1.8,-1.8,-0.1,23.1,-6.8,0.4,2.4,i,·
COc1cccc(CNc2nc(NCc3ccccc3)nc3ccsc23)c1,22.8,-2.9,-13.7,0.8,16.0,-5.3,6.5,-3.2,i,·
O=C(c1cccs1)N1C[C@@H](O)[C@H](n2cc(C3CC3)nn2)C[C@@H]1c1ccc(Cl)cc1,-0.7,-0.2,6.9,-0.9,3.4,1.4,-0.9,1.0,i,·
O=C(O)c1nn(-c2ccccc2)ccc1=O,-1.3,-0.9,3.6,0.2,0.3,0.6,0.1,-4.7,i,-4.8
Cc1ccc(/C=C/C(=O)OCC(=O)NCCN2C(=O)CSC2=O)o1,-0.3,-8.4,5.5,-0.2,-5.7,1.7,-1.4,-6.8,i,-3.9
Cc1ccc(-c2csc(N(Cc3ccco3)C(=O)c3cccs3)n2)cc1,2.8,-1.1,-16.7,0.5,-3.5,-5.4,13.9,0.5,i,-10.8
O=C(NC1CC1)C1CCN(C2CCN(C(=O)c3ccc4cccc(F)c4n3)CC2)CC1,-1.1,-3.7,6.2,-0.3,-1.1,2.5,-0.1,-7.2,i,-3.5
CC(C)(C)OC(=O)N(CCc1ccccc1)Cc1ccccc1OCc1cccc(NC(=O)C2CCC2)c1,6.1,7.3,0.9,-0.2,-0.9,-3.8,0.5,-2.0,i,-16.6
CCc1c(C)sc(NC(NC(C)=O)(C(=O)OC)C(F)(F)F)c1C#N (stereo not drawn),-1.3,3.4,-0.4,0.4,-5.6,2.5,-2.5,-7.1,i,-8.0
CCOC(=O)C1=C(C)NC2=C(C(=O)CC(C)(C)C2)C1c1coc2ccccc2c1=O (stereo not drawn),-0.3,-3.9,2.5,-0.2,-1.2,-4.2,2.2,0.3,i,1.8
COc1ccc(C(=O)NCCCNC(=O)c2ccccn2)cc1,-0.5,10.9,6.5,-0.2,0.3,0.8,4.3,-0.9,i,32.6
C=CCN(CC(=O)NC1CCS(=O)(=O)C1)S(=O)(=O)c1ccccc1C(F)(F)F (stereo not drawn),-0.2,3.2,0.1,-0.5,-6.6,3.3,0.7,4.8,i,-3.5
Cc1ccc(-c2nc3sc(C#N)c(N)n3c(=O)c2C#N)cc1,-0.2,-20.4,-50.6,0.4,4.4,1.6,-3.8,29.4,·,0.9
COc1ccccc1N(C(=O)c1ccco1)C(C(=O)NC1CCCC1)c1cccnc1 (stereo not drawn),-2.4,-6.0,-2.1,-1.0,-1.6,1.8,-1.8,0.9,i,-6.9
COc1ccc(NC(=S)NC2CC3CCC(C2)N3Cc2ccco2)cc1 (stereo not drawn),-0.5,-1.1,-14.8,-1.0,-10.7,-0.8,-1.3,2.5,i,8.3
CCN(C(=O)[C@@H]1CCCN1C(=O)c1cccs1)c1nc2cc(Cl)ccc2s1,-1.0,-1.4,-18.3,-0.8,2.0,-4.3,-1.9,-0.9,i,-7.4
O=C(COC(=O)C1=COCCO1)NC1CCCCCCC1,-1.8,21.9,3.7,0.4,0.6,-1.5,2.3,-2.8,i,-8.0
COc1ccc(-c2c(C#CC(C)(C)O)c3ccccc3n2C)cc1,2.3,-0.8,8.0,-0.2,4.1,-2.6,-0.3,1.3,i,-10.3
CC(=O)NC(Cc1c[nH]c2ccccc12)C(=O)NCCc1ccccn1 (stereo not drawn),-0.6,-4.1,3.6,-0.4,0.8,0.8,-1.1,0.8,i,1.8
Cn1c(O)c(/C=N/NC(=O)c2cc3ccccc3cc2O)c2ccccc21,3.2,-8.7,-109.3,1.4,31.5*,-20.7,-3.3,39.6*,·,-11.1
Cc1ccccc1CS(=O)(=O)c1nnc([C@H](CC(C)C)NC(=O)OC(C)(C)C)o1,0.3,-2.1,10.8,-0.3,1.3,4.1,0.0,9.1,i,-0.3
S=C(NC1CCCC1)N1CCN(c2ncccn2)CC1,-1.4,2.1,-145.0,0.2,-0.9,1.3,-1.8,0.3,i,-10.4
CCOC(=O)c1c(CC(C)C)csc1NC(=O)COC(=O)c1ccc(O)cc1,2.0,6.8,-10.9,0.1,-1.9,5.3,-1.5,5.1,i,-6.8
O=C(c1cccc(C(=O)N2CCN(c3ccccc3F)CC2)n1)N1CCN(c2ccccc2F)CC1,-1.5,-1.7,-4.1,1.7,5.2,-1.3,-0.9,-10.7,i,-5.0
O=C(NC1CCN(S(=O)(=O)c2ccccc2F)CC1)c1ccco1,-0.7,-0.8,12.1,-0.7,-5.7,1.0,-2.4,-2.1,i,1.6
Cc1ccccc1N(CC(=O)NC1CCCCC1)C(=O)CCCC(=O)Nc1ccccn1,-0.3,2.2,4.2,-0.6,3.0,1.6,0.2,-0.9,i,-5.3
CCOc1ccc2nc(SCC(=O)N3CCN(C(=O)c4ccco4)CC3)sc2c1,1.0,0.3,-12.9,-1.7,4.1,6.1,-3.4,-2.9,i,0.8
COCCNC(=S)NCCCNc1nc2cc3c(cc2cc1C#N)OCO3,-0.5,-5.7,25.5,0.0,11.9,-4.8,0.2,1.6,i,-5.5
N#CCC(=N)N1CCN(c2ccc(Cl)cc2)CC1,1.4,-1.7,16.8,-0.9,-2.8,-9.7,2.6,7.8,i,-1.2
CCN(CC)C(=O)Cn1c(C)c(/C=C/c2cc[n+](C)cc2)c2ccccc21,-0.1,-93.0,-162.8,-1.8,13.9,10.3,-9.2,99.0*,·,63.1*
O=C(CSc1nnc(-c2ccco2)o1)Nc1c(F)cccc1F,-0.9,-0.4,2.5,-0.2,2.0,3.9,-3.0,-0.2,i,-3.3
O=C(NCc1ccc(F)cc1)c1ccc(N2CCc3ccccc32)c([N+](=O)[O-])c1,1.7,-11.8,2.2,-0.4,2.1,2.6,-1.4,1.1,i,-6.3
